EPAC1 agonist = qHTS for Agonist of cAMP-regulated guanine nucleotide exchange factor 3 (EPAC1): primary screen. 0.073% of 360,000 active. Potency, µM (highest dose often 154 µM), for inactives: at the top dose activation, usual class: activators. EPAC1 agonist qHTS, biochemical assay; response scale: 100% = response to 6.5 mM cAMP. Rap guanine nucleotide exchange factor 3 (Homo sapiens), O95398; also: potency is read from the fitted curve at half-maximal effect; nearly all actives have a fitted effect of over 60% in size
Target sequence (O95398 whole entry, looked up): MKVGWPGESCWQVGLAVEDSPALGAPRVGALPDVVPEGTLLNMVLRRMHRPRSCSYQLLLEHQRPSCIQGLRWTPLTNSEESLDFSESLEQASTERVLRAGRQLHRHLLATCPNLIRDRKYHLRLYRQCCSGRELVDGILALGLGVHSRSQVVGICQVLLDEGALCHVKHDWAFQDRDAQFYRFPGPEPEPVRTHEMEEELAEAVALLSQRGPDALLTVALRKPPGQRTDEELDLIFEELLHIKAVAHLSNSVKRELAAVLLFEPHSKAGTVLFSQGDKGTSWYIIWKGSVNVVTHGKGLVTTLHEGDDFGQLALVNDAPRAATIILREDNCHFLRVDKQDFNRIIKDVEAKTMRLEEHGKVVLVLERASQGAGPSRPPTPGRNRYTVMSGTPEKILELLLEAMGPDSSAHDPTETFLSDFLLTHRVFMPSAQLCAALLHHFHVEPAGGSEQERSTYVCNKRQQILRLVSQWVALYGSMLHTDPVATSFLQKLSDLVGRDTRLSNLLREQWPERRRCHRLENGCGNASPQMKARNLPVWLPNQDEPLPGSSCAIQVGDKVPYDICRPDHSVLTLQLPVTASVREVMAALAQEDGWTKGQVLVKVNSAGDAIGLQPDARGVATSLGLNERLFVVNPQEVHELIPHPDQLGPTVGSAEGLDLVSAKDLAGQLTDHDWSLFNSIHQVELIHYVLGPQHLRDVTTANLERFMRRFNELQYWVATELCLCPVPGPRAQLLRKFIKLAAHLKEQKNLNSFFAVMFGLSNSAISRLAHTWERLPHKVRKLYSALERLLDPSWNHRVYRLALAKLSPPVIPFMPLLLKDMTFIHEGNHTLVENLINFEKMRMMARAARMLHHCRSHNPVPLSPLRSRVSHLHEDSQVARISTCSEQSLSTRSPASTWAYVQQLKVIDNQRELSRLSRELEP
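Multi-concentration qHTS readout: loss of Rap1B-bound BODIPY-GDP fluorescence driven by 100 nM EPAC1 with excess GDP (50 uM), monitored kinetically at room temperature; agonist response expressed relative to 6.5 mM cAMP.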
IL-2 act = qHTS of IL-2 Activators; IL-2 activation reporter assay, cell-based qHTS; stimulated with anti-CD3/CD4/CD28 beads; in transgenic mouse T cells; activation, % (series mostly up to about 46 µM); 0.065% of 360,000 active; in the data active = activation above about 50%; inconclusive = mostly about 30% to 49%; also: 0% is about no effect
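Readout is EGFP and DsRed signal by fluorescent plate cytometry after 18 h at 37 degrees C. Transgenic mouse T cells (750/well) received compound for 60 min before bead stimulation (anti-CD3, anti-CD4, anti-CD28); memory T cells served as non-tolerant control.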
EPAC1 antag = qHTS for Antagonist of cAMP-regulated guanine nucleotide exchange factor 3 (EPAC1): primary screen; 0.14% of 360,000 active; EPAC1 GEF assay, Rap1b-BODIPY-GDP exchange fluorescence; Potency, µM (titrated, usually from 115 µM), inactives show top-dose activity change, negative = inhibition, most hits filed as inhibitors; Rap guanine nucleotide exchange factor 3 (Homo sapiens), O95398; AID 720709, 2013;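 also: potency is read from the fitted curve at half-maximal effect; plate controls were vehicle for no effect and positive control for full effect; nearly all actives have a fitted effect of over 50% in size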
PTHR1 ag = qHTS for PTHR1 Agonists: Primary Screen. Parathyroid hormone/parathyroid hormone-related peptide receptor (Homo sapiens), Q03431. HEK293 GP2 PTHR1 cells, GloSensor cAMP luminescence, 1 h. Potency, µM (doses to about 115 µM), for the others: top-dose activation, usual class: activators. 0.075% of 410,000 active. AID 743266, 2014; also: potency is read from the fitted curve at half-maximal effect; nearly all actives have a fitted effect of over 55% in size; some results filed as inactive show a strong effect at the top dose; inactives centre near -15; many of its hits are not listed in these tables
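HEK-293-derived GP2 cells expressing PTHR1 and a GloSensor cAMP reporter, 3,000/well, plated overnight, given luciferin plus IBMX (each 0.5 mM as added) for 1 h at 37 °C, then compound for 1 h at 37 °C. Luminescence was read after 15 min at room temperature.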
GLP1R cytotox = qHTS of GLP-1 Receptor Inverse Agonists: Cytotox Screen; 0.13% of 410,000 active; Potency, µM (series often up to 38.3 µM), for inactives: at the top dose activity change, negative = inhibition, usual class: inhibitors; HEK293 cAMP-luciferase reporter cells, luminescence, 24 h;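 also: loss of luciferase light is scored as toxicity; potency is read from the fitted curve at half-maximal effect; % is scaled to controls: 0 for no effect and ±100 for the full control effect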
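A 23 nL compound transfer followed 12 hours of cell culture at 37 deg C; exposure then lasted 24 hr. Luciferase assay detection reagent was dispensed and plates read for luminescence after a 12 min room-temperature wait.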
PI5P4K alpha inh = qHTS for Inhibitors of phosphatidylinositol 5-phosphate 4-kinase (PI5P4K); Phosphatidylinositol 5-phosphate 4-kinase type-2 alpha (Homo sapiens), P48426; PI5P4Kalpha enzyme, ADP-Glo luminescence, 60 min; hits give low values; max response, %; 1.2% of 330,000 active; AID 652105, 2013; active = max response of -50% or lower; inconclusive = between -30% and -50%; inactive = -30% or higher; also: value at the top dose of about 77 µM; % is scaled to controls: 0 for no effect and ±100 for the full control effect
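Reactions run in 0.038 M HEPES pH 7.4, 0.28 mM EGTA, 0.1% CHAPS and 5% DMSO, with PI5P4Kalpha, substrate, compound and 5 microM ATP final, one hour at room temperature. Readout is ADP-Glo luminescence.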
GLP1R inv ag = qHTS of GLP-1 Receptor Inverse Agonists (Inhibition Mode); AID 624417, 2012; HEK293 GLP-1R CRE-luciferase, luminescence, 24 h; GLP-1R form is constitutively active; Potency, µM (highest dose often 38.3 µM), without a hit: top-dose activity change, negative = inhibition, usual class: inhibitors; 1.6% of 410,000 active; also: potency is read from the fitted curve at half-maximal effect; % is scaled to controls: 0 for no effect and ±100 for the full control effect; nearly all actives have a fitted effect of over 55% in size
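HEK293 cells stably co-expressing constitutively active GLP-1R and a cAMP-responsive luciferase reporter were seeded in DMEM with 10% Nu serum, given compounds after 12 h, and incubated 24 h at 37 deg C. Luminescence was then read.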
GLP-1R agonist = qHTS of GLP-1 Receptor Agonists; Glucagon-like peptide 1 receptor (Homo sapiens), P43220; HEK293 GLP-1R CRE-luciferase, luminescence, 4-6 h; cells express a hypersensitive GLP-1R form; Potency, µM (titrated, usually from 45.6 µM), for the others: at the top dose activation, most hits filed as activators; 0.007% of 380,000 active; AID 624172, 2012; also: potency is read from the fitted curve at half-maximal effect; % of control where 0% means no effect
PLK1 PBD inh = qHTS for Inhibitors of PLK1-PDB (polo-like kinase 1 - polo-box domain): Primary Screen | Serine/threonine-protein kinase PLK1 (Homo sapiens), P53350 | Plk1 PBD binding of FITC phosphopeptide, fluorescence polarization | Potency, µM, for inactives: max response, negative = inhibition, hits mostly inhibitors | 2.8% of 360,000 active; also: potency is read from the fitted curve at half-maximal effect; series mostly up to about 57 µM; % is scaled to controls: 0 for no effect and ±100 for the full control effect; nearly all actives have a fitted effect of over 65% in size
Starred values were filed as active, the others as inactive; i = inactive; u = inconclusive; x = no result given; [ ] = remark or other dose. Unless noted, calls follow the shape of the dose curve; as a rule, active = well fitted curve in the direction sought with a large enough effect; inconclusive = small, poorly fitted or top-dose-only effect, or another doubt; inactive = no such curve, though single readings can be large; an effect the other way counts as inactive or inconclusive.

The line under a structure holds: EPAC1 agonist, IL-2 act, EPAC1 antag, PTHR1 ag, GLP1R cytotox, PI5P4K alpha inh, GLP1R inv ag, GLP-1R agonist, PLK1 PBD inh
CC(=O)O[C@@H]1[C@H](OC(=O)CC(C)C)c2c(ccc3ccc(=O)oc23)OC1(C)C
    -31.5%[inhibitor], -3.2, -8.9%, -35.0%[inhibitor], -0.6%, -0.4, 7.5%, 10.5%, 1.7%
O=C1CN(C(=O)CSc2nc(-c3ccccc3)cs2)c2ccccc2N1
    4.6%, 0.4, -12.2%, -10.7%, -9.3%, -0.1, 13.0%, 10.0%, -7.9%
C=CCc1cc(OC)ccc1OCCCCn1cncn1
    -0.7%, 1.5, -6.5%, i, 0.9%, -1.1, 10.4%, 7.0%, -10.8%
N#CC1=C(N)N=C(SCc2cccc3ccccc23)C(C(N)=O)C12CCCCC2 (stereo not given)
    10.6%, 0.7, -14.8%, -31.2%[inhibitor], u, 23.9, u, -1.5%, -2.7%
CC1=C(c2ccccc2)CCC1=O
    3.3%, 0.5, -21.1%, i, 10.7%, -2.0, 28.5%, -7.4%, -3.7%
CC(O)[C@H]1CNC(=O)C(=O)N1CC(C)(C)C (stereo not given in full)
    -3.7%, 0.0, 6.0%, i, -4.0%, -4.2, 23.1%, -1.5%, 3.2%
COc1ccc(C/C(N)=N/O)cc1
    6.8%, -0.1, -6.2%, -13.4%, -16.1%, 5.1, -7.5%, -2.8%, -6.4%
CCc1cc2c(=O)c(Oc3ccccc3)c(C)oc2cc1O
    2.1%, 1.9, 12.6%, -32.5%[inhibitor], -3.9%, x, -16.2%, -4.3%, -0.1%
O=C(CSc1ncn[nH]1)Nc1cc(S(=O)(=O)N2CCCC2)ccc1Cl
    9.0%, -2.8, -0.8%, -7.0%, -4.4%, 1.0, 12.1%, 2.0%, 29.9µM*
COCCCNC(=O)/C(C#N)=C/c1ccc(OCC(=O)O)c(OC)c1
    2.6%, -0.3, -8.2%, -34.9%, 1.7%, u, 11.4%, -6.7%, 21.2µM*
COc1ccc(C(N)c2csc(NC(=O)Nc3cccc(C(F)(F)F)c3)n2)cc1 (stereo not given)
    -0.5%, -0.8, -10.2%, i, -18.0%, -20.6, u, -5.9%, -2.1%
C/C=C(/C)C(=O)Nc1cccc(C2=NOC3(C2)C[C@H](C(N)=O)N(C(=O)Cc2ccc([N+](=O)[O-])cc2)C3)c1 (stereo not given in full)
    -1.2%, 0.2, -19.8%, -21.1%, 7.5%, -7.1, 7.1%, -2.7%, 0.0%
COc1cccc(NC(=O)C(Cc2ccccc2)NS(=O)(=O)c2ccc3c(c2)c(=O)n(C)c(=O)n3C)c1 (stereo not given)
    x, x, x, -0.8%, 2.6%, x, -8.9%, 0.1%, x
CCOc1ccc(-c2nnc(SCC(=O)O)n2Cc2ccccc2)cc1
    7.0%, 2.0, -4.0%, i, -13.5%, 1.2, 7.0%, -3.4%, 5.2%
O=C(NCc1ccncc1)c1cc2ccccc2nc1Cl
    13.2%, -1.5, 1.3%, -16.8%, 0.2%, -3.9, 7.4%, 10.0%, -7.5%
O=C1CN(S(=O)(=O)c2cc(Br)ccc2Br)CCN1
    -11.8%, 0.5, -2.4%, -4.6%, 9.8%, 0.5, 12.8%, 6.1%, -3.4%
O=C1CC2(CCN(C(=O)COc3ccccc3)CC2)Oc2ccccc21
    1.2%, -0.2, 8.1%, i, -7.0%, 1.8, -9.4%, 5.8%, 0.6%
Cc1ccc(CNC(=O)C(Cc2ccccc2)NS(=O)(=O)c2cccs2)cc1 (stereo not given)
    14.0%, -1.4, -2.9%, -4.3%[57.5 µM], -0.5%, x, u, -0.4%, 2.2%
CC(C)COP(=O)(OCC(C)C)C(O)c1ccccc1F (stereo not given)
    -6.3%, 0.9, -7.8%, -14.4%[57.5 µM], -2.6%, -4.4, -10.5%, 14.3%, 0.8%
CCCCN(C(=O)CCC(=O)Nc1cc(C)on1)C(C(=O)NC1CCCC1)c1ccc(F)cc1 (stereo not given)
    -3.6%, -0.6, -23.8%, 24.6%, 1.2%, 3.0, u, 10.4%, 0.1%
Cn1c(SCC(N)=O)nnc1-c1ccc(S(=O)(=O)N2CCCC2)cc1
    4.4%, 3.3, 0.2%, i, 1.2%, 15.8, 11.0%, -0.3%, -6.7%
Cc1ccc(NCCC(=O)c2ccc(Cl)cc2)cc1C
    10.3%, -1.1, 2.4%, u, 4.5%, x, 7.0%, 1.2%, -9.9%
COC(=O)[C@@]1(Cc2ccc(F)cc2)[C@H]2c3cc(C(=O)N(C)C)n(Cc4ccc(S(C)(=O)=O)cc4)c3C[C@H]2CN1C(=O)c1ccccc1
    3.5%, 0.2, -28.3%, i, 1.8%, 0.9, 17.3%, 3.8%, -6.9%
O=C(CCc1nc2ccccc2c(=O)[nH]1)Nc1ccccc1N1CCCCC1
    7.9%, 0.7, -9.2%, -24.6%, 4.7%, -11.8, -4.5%, 0.7%, -3.3%
C/C(=N/NC(=O)C1CC1(c1ccccc1)c1ccccc1)c1ccco1 (stereo not given)
    5.4%, -1.3, -17.8%, i, 8.7%, -3.7, u, 12.1%, -8.8%
C=CCOc1ccc(/C(CC)=N/O)cc1OC
    -4.8%, -3.3, 3.6%, i, -3.0%, -4.2, 31.0%[activator], -1.1%, -1.4%
COc1ccc(/C=C2\SC(=S)N(C(C(=O)O)c3ccccc3)C2=O)c(OC)c1 (stereo not given)
    -5.8%, -0.1, -22.7%, i, -21.3%, -1.2, -29.4%, -3.3%, u
C=CCN(c1ccccc1)S(=O)(=O)c1cccc(C(=O)N(CC)CC(=O)Nc2c(F)cccc2F)c1
    2.7%, -3.7, 8.5%, -14.2%, -2.8%, 1.2, u, -6.6%, 1.6%
Nc1ccc2nc(SCC(=O)c3ccccc3)sc2c1
    5.1%, -0.3, -7.7%, i, 11.1%, -8.4, -14.3%, -1.2%, -22.1%
CC(C)CNC(=O)C(=O)NCC1OCCCN1S(=O)(=O)c1cccs1 (stereo not given)
    4.0%, -2.0, -10.0%, i, 0.0%, 6.6, -12.0%, -0.3%, -5.5%

(continued)
The line under a structure holds: EPAC1 agonist, IL-2 act, EPAC1 antag, PTHR1 ag, GLP1R cytotox, PI5P4K alpha inh, GLP1R inv ag, GLP-1R agonist, PLK1 PBD inh
COc1ccc(OC)c(CNn2c(-c3cccc(C)c3)nc3ccccc3c2=O)c1
    23.2%, -1.8, -16.7%, i, -0.1%, x, -13.9%, 12.7%, -4.5%
C/C(N)=C(/C#N)C(=O)COC(=O)c1ccc(OCC2CCCO2)cc1 (stereo not given)
    6.2%, 0.5, 0.4%, -7.8%, 6.5%, 4.0, 6.6%, 10.9%, 0.5%
O=C(c1ccc2c(c1)OCO2)[C@@H]1[C@@H]2C(=O)N(C3CCCCC3)C(=O)[C@@H]2C2c3ccccc3C=CN21 (stereo not given in full)
    12.4%, 0.1, 12.2%, i, -4.9%, -0.8, -18.0%, -4.2%, -9.8%
N#C/C(=C\c1cccs1)C(=O)NCc1ccccc1
    -8.7%, -0.3, -18.6%, -17.6%, -5.3%, -24.7, -1.2%, 12.3%, 3.36µM*
CCOC(=O)c1ccc(NC(=O)c2ccc3c(c2)C(=O)N(CC2CCCO2)C3=O)cc1 (stereo not given)
    5.0%, -2.9, -19.4%, -58.9%[inhibitor], 1.7%, 0.2, 10.0%, 25.5%, -5.1%
CC(=O)N1c2ccc(S(=O)(=O)NCCC(=O)NCc3ccc(N(C)C)cc3)cc2CC1C (stereo not given)
    16.7%, -2.4, 0.0%, -3.7%, -1.5%, -21.3, 12.9%, -2.0%, 10.6µM*
CCCCCN(C(=O)CCC(=O)OCC(=O)N1C(C)CCCC1C)c1c(N)n(CCCC)c(=O)[nH]c1=O (stereo not given)
    14.6%, 0.4, -1.3%, -20.5%, 23.1%, -5.2, 23.1%, -7.4%, -5.5%
Cc1nc2c([nH]c3ccccc32)c(=O)n1N
    2.0%, 2.2, 7.6%, i, 5.8%, -1.0, 29.5%, 9.1%, 3.8%
CCN(CC)Cc1c(C(=O)OC)nnn1-c1nonc1N
    10.9%, -3.0, -17.8%, i, 6.1%, 2.3, 0.2%, -18.5%, u
O=C(c1ccc(OC2CCN(Cc3ccc(C(F)(F)F)cc3)CC2)cc1)N1CCCCC1
    -9.4%, -3.0, -13.4%, -23.2%, -4.4%, 2.9, u, 6.2%, -8.0%
O=c1c2oc3ccccc3c2[nH]c(=S)n1-c1ccc(F)cc1
    -4.8%, -0.1, -7.8%, i, -5.5%, 3.6, 56.6%[activator], 3.1%, -11.3%
CCC(NS(=O)(=O)c1ccc(C)cc1)C(=O)N1CCC2(O)CCCCC2C1 (stereo not given)
    -2.7%, 0.2, -12.5%, -4.0%, -10.6%, 5.6, 7.4%, -6.7%, -4.6%
CCN1CCCC1CNC(=O)C1CCN(Cc2nc(-c3cccc(Br)c3)oc2C)CC1 (stereo not given)
    -1.4%, 0.7, 1.5%, i, u, -6.1, u, -9.8%, -7.2%
O=C(CN1C(=O)c2cccc([N+](=O)[O-])c2C1=O)NNC(=O)c1ccc(F)cc1
    -4.4%, -0.2, 0.4%, -5.6%, -8.9%, -0.3, -3.5%, -7.4%, 2.1%

Assay outcomes (PubChem)

An excerpt, so the mix of outcomes need not match the whole.
